Vif-A3G inh = inhibitors of Vif-APOBEC3G interaction; 410,000 compounds, 0.076% hits; Potency, µM (top dose mostly 46.1 µM), without a hit: at the highest dose activity, negative = active, hits mostly inhibitors; Q9HC16; AID 602310; HeLa A3G-eYFP + Vif (tagged APOBEC3G with the HIV-1 protein that degrades it), YFP fluorescence, overnight;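 further: potency means the concentration at half of the fitted maximal effect; on the % scale 0 is the no-effect control and ±100 the full control effect; nearly all actives have a fitted effect of over 60% in size; hits raise eYFP signal because A3G escapes Vif-driven loss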
Target sequence (Q9HC16 whole entry, looked up): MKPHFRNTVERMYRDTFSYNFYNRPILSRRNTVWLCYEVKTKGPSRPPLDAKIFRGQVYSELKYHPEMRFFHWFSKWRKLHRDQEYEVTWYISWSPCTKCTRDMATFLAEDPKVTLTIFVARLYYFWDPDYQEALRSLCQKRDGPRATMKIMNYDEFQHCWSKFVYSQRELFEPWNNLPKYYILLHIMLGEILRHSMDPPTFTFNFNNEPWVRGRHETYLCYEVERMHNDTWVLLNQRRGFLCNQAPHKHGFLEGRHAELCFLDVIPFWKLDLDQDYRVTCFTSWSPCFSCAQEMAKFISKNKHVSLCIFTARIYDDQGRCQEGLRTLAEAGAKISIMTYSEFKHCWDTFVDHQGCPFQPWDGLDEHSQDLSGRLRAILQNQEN
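Read-out is eYFP fluorescence (Ex 488/Em 500-530) from Vif-expressing HeLa A3G-eYFP cells; more signal means A3G escaped Vif-mediated degradation. Cells plated overnight, compound pinned in, incubated overnight at 37 deg C.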
ERG-DNA inh = blocks human ERG Ets domain binding to DNA | 370,000 compounds, 0.028% hits | Potency, µM (doses to about 76.9 µM), for the others: at the highest dose FP activity, negative = inhibition, actives largely listed as inhibitors | fluorescence polarization, His-ERG Ets domain / labelled DNA; active means well fitted inhibition curve with a large enough effect in the polarisation, with a control signal flat; inconclusive means small, poorly fitted or top-dose-only effect, or effect the other way, or a change in a side signal; inactive means no such curve, though single readings can be large or run the other way; the % refers to the polarisation;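 further: polarization taken with two DNA probes labelled with fluorescein and Texas red; potency means the concentration at half of the fitted maximal effect; % of control where 0% means no effect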
Target sequence (P11308 whole entry, looked up, the tested form may be a part): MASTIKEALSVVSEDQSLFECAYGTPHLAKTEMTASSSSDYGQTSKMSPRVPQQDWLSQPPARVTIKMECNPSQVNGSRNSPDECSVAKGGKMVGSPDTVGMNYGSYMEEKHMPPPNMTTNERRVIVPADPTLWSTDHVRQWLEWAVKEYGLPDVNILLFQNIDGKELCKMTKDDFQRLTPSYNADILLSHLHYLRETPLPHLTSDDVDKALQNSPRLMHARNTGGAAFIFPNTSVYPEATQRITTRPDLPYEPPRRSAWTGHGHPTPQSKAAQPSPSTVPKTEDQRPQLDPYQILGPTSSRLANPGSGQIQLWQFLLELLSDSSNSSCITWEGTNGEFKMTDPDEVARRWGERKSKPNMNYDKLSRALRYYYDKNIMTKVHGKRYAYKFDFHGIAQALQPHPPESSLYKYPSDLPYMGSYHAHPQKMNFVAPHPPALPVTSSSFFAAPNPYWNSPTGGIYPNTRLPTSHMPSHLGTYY
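His-tagged ERG Ets domain (1 uM in the protein solution; 300mM KCl, 50mM Tris-HCl, 1mM EDTA, 1mM DTT, pH 7.5) received compound, then a probe mix of 5 nM fluorescein-DNA and 100nM Texas-615-DNA. Fluorescence polarization was read for both dyes.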
Glioma ERSR ind = inducers of ER stress response in human glioma cells; U87-MG GRP78 promoter luciferase reporter, 16 h; Potency, µM, without a hit: at the top dose activation, most hits filed as activators; 420,000 compounds, 0.02% hits; further: potency means the concentration at half of the fitted maximal effect; series mostly up to about 76 µM; % of control where 0% means no effect; nearly all actives have a fitted effect of over 35% in size
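Stably transfected U87-MG glioma cells carrying a GRP78-based luciferase sensor; 16 h compound incubation. Luminescence end-point read 10 min after Bright-Glo addition at room temperature.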
LDHA inh = inhibitors of human lactate dehydrogenase A; purified LDHA, NADH/diaphorase-resazurin fluorescence; hits give low values; activity change, % (values are at about 110 or 230 µM); 480,000 compounds, 0.15% hits; in the data active means activity change below about -30%; inconclusive means mostly about -25% to -30%;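 further: plate controls were DMSO wells for no effect and wells without enzyme for full effect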
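Resorufin fluorescence (ex540/em590), read at 0 and 20 min after diaphorase/resazurin addition, reports the NADH left after a 5 min room-temperature reaction of 2 nM human LDH5 with 0.06 mM NADH and 0.2 mM pyruvate.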
12-LOX inh = inhibitors of human 12S-lipoxygenase ALOX12. P18054. purified 12hLO, xylenol orange hydroperoxide absorbance. Potency, µM (doses to about 108 µM), for inactives: at the top dose activity change, negative = inhibition, usual class: inhibitors. 580,000 compounds, 1.1% hits. AID 1671190; further: potency means the concentration at half of the fitted maximal effect; on the % scale 0 is the no-effect control and ±100 the full control effect
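Purified human 12hLO (150 nM final) in 25 mM Hepes, 0.01% Triton X-100, pH 7.0 was preincubated 15 min at room temperature with compound. Then 40 uM arachidonic acid was added, 30 min. Hydroperoxide was read by Fe-XO absorbance ratio 573/405 nm.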
Vif-APOBEC3F blk = Vif-A3F binding inhibition. HeLa A3F-eYFP + Vif (tagged APOBEC3F with the HIV-1 protein that degrades it), YFP fluorescence increase. Potency, µM (highest dose often 46.1 µM), without a hit: top-dose activity, negative = active. 390,000 compounds, 0.2% hits. AID 602313; further: potency means the concentration at half of the fitted maximal effect; % of control where 0% means no effect; nearly all actives have a fitted effect of over 65% in size
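HeLa cells stably expressing A3F-eYFP plus Vif, plated and incubated overnight at 37 deg C, then exposed to compounds overnight at 37 deg C. Blocked degradation read as raised yellow fluorescence (Ex 488/Em 500-530).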
RGS4 inhibitor = human RGS4 inhibition. P49798. Transcreener GDP fluorescence polarization, RGS4-accelerated GTP hydrolysis. Potency, µM (doses to about 114 µM), without a hit: top-dose activity change, negative = inhibition, usual class: inhibitors. 390,000 compounds, 0.039% hits. AID 504845; further: potency means the concentration at half of the fitted maximal effect; on the % scale 0 is the no-effect control and ±100 the full control effect; nearly all actives have a fitted effect of over 75% in size; some results filed as inactive show a strong effect at the top dose
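MLSMR compounds (23 nl, pin-transferred) preincubated 10 min at room temperature with a 500nM (2x) first reagent, then RGS4 at 900nM (2x) plus Transcreener GDP mix added; fluorescence polarization (620/688 nm) read before and after 90 min at 30 °C.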
D2 antagonist = antagonists of human D2 dopamine receptor; 340,000 compounds, 2% hits; inhibition, % at 10 µM; AID 485344; HEK293 TREx D2 cells, calcium flux, dopamine EC80; P14416; in the data active means inhibition above about 30%; further: 0% is about no effect
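Dopamine at EC80 is the agonist stimulus; test compounds precede it by 180 s. Calcium flux read kinetically in a force-coupled, inducible HEK293 T-REx D2 cell line.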
D2 agonist = D2 dopamine receptor (human) agonism. 340,000 compounds, 0.53% hits. P14416. activation, % at 2 µM. HEK293 T-REx D2 cells, calcium flux agonist mode;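 active means activation over 3 SD above normal in the single-dose calcium agonist read, cut at about 30% in these data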; further: 0% is about no effect
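HEK293 Trex D2 cells, tetracycline-induced, o/n 30 C 5% CO2; no-wash Ca dye, RT 30–90 min; 10-cycle baseline, 23 nl cpd added, kinetic Ca read 180 s; agonist hits = positive Ca response.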
An asterisk follows results filed as active; i = inactive; ? = inconclusive; . = not tested or not shown; [ ] = dose if it differs, or a comment. Unless noted, the call rests on the fitted dose curve; in most records, active means well fitted curve in the direction sought with a large enough effect; inconclusive means small, poorly fitted or top-dose-only effect, or another doubt; inactive means no such curve, though single readings can be large; an effect the other way counts as inactive or inconclusive.

Start of the data: the first 12 records, ahead of the listing:
SMILES	Vif-A3G inh	ERG-DNA inh	Glioma ERSR ind	LDHA inh	12-LOX inh	Vif-APOBEC3F blk	RGS4 inhibitor	D2 antagonist	D2 agonist
Cc1ccc(C)c(-c2nnc(OCC(=O)Nc3cc(C)on3)c3ccccc23)c1	-13%	-9%	-8%	-1	0%	-4%	9%[11.4 µM]	7	-2.3
CCOC(=O)N1CCN(S(=O)(=O)c2ccc(C(=O)Nc3nnc(C4CC4)o3)cc2)CC1	1%	1%	-4%	5	18%	-26%	-21%	-1	0.7
CCCSc1nc2c(c(=O)n1-c1ccc(OCC)cc1)SCC2	-1%	-8%	-4%	-15	27%	0%	-35%	8	1.2
O=C(Nc1ccccc1)c1ccc(-c2ccccc2)s1	-8%	-1%	-9%	-4	-3%	-2%	-7%	3	0.1
O=[N+]([O-])c1cccc(S(=O)(=O)N2CCCC2)c1	0%	.	-4%	-5	-18%	2%	-20%	21	0.4
CC(=O)Nc1ccccc1-c1ccccc1[N+](=O)[O-]	-3%	-3%	-3%	-7	-7%	-6%	0%	.	.
CCC(C)(C)c1ccc(Oc2ccc(N)cc2)cc1	-2%	-4%	-17%	-4	-18%	?	4%	10	2.3
Cc1ccc(S(=O)(=O)N2CCOCC2)cc1NC(=O)COC(=O)c1cccc(Cl)c1Cl	3%	10%	-4%	-2	-13%	-5%	-12%	.	.
CC(C)n1ncc2c(C(=O)Nc3ccc(S(N)(=O)=O)cc3)cc(C3CC3)nc21	-2%	-1%	-6%	-3	-18%	-6%	1%	8	0.3
CCN1CCC2(CCN(Cc3cn[nH]c3-c3ccc(OC)c(F)c3)C2)C1 (stereo not drawn)	-4%	-4%	-6%	1	12%	1%	-8%	-12	-1.3
CCOC(=O)c1ccc(NC(=O)CN(Cc2ccc(C)cc2)S(=O)(=O)c2ccc(C)cc2)cc1	-2%	5%	-3%	-2	-20%	0%	10%	.	4.1
CN(C)c1cccc(C(=O)OCC(=O)c2ccc[nH]2)c1	-3%	9%	-3%	0	9%	?	-9%	.	.

Results, from the first entry:
SMILES	Vif-A3G inh	ERG-DNA inh	Glioma ERSR ind	LDHA inh	12-LOX inh	Vif-APOBEC3F blk	RGS4 inhibitor	D2 antagonist	D2 agonist
Cc1ccc(C)c(-c2nnc(OCC(=O)Nc3cc(C)on3)c3ccccc23)c1	-13%	-9%	-8%	-1	0%	-4%	9%[11.4 µM]	7	-2.3
CCOC(=O)N1CCN(S(=O)(=O)c2ccc(C(=O)Nc3nnc(C4CC4)o3)cc2)CC1	1%	1%	-4%	5	18%	-26%	-21%	-1	0.7
CCCSc1nc2c(c(=O)n1-c1ccc(OCC)cc1)SCC2	-1%	-8%	-4%	-15	27%	0%	-35%	8	1.2
O=C(Nc1ccccc1)c1ccc(-c2ccccc2)s1	-8%	-1%	-9%	-4	-3%	-2%	-7%	3	0.1
O=[N+]([O-])c1cccc(S(=O)(=O)N2CCCC2)c1	0%	.	-4%	-5	-18%	2%	-20%	21	0.4
CC(=O)Nc1ccccc1-c1ccccc1[N+](=O)[O-]	-3%	-3%	-3%	-7	-7%	-6%	0%	.	.
CCC(C)(C)c1ccc(Oc2ccc(N)cc2)cc1	-2%	-4%	-17%	-4	-18%	?	4%	10	2.3
Cc1ccc(S(=O)(=O)N2CCOCC2)cc1NC(=O)COC(=O)c1cccc(Cl)c1Cl	3%	10%	-4%	-2	-13%	-5%	-12%	.	.
CC(C)n1ncc2c(C(=O)Nc3ccc(S(N)(=O)=O)cc3)cc(C3CC3)nc21	-2%	-1%	-6%	-3	-18%	-6%	1%	8	0.3
CCN1CCC2(CCN(Cc3cn[nH]c3-c3ccc(OC)c(F)c3)C2)C1 (stereo not drawn)	-4%	-4%	-6%	1	12%	1%	-8%	-12	-1.3
CCOC(=O)c1ccc(NC(=O)CN(Cc2ccc(C)cc2)S(=O)(=O)c2ccc(C)cc2)cc1	-2%	5%	-3%	-2	-20%	0%	10%	.	4.1
CN(C)c1cccc(C(=O)OCC(=O)c2ccc[nH]2)c1	-3%	9%	-3%	0	9%	?	-9%	.	.
O=C1CC(Nc2ccc3ccccc3c2)C(=O)N1Cc1ccccc1 (stereo not drawn)	-19%	-5%	-5%	15	-13%	1%	-18%[56.9 µM]	-2	0.8
Cc1ccc(S(=O)(=O)N2CCN(S(=O)(=O)c3ccc(C)cc3)C2c2ccccc2)cc1	-3%	1%	-3%	-1	6%	-8%	-24%	22	-0.3
Cc1nnc2n1N=C(c1ccc(F)cc1F)CS2	2%	0%	-2%	0	229%[activator]	3%	-5%	2	0.1
CC(C)C1O/C(=N/C(=O)Nc2ccc(Cl)c(Cl)c2)NC1=O (stereo not drawn)	0%	2%	7%	-1	0%	-5%	6%	27	-0.9
Cc1cc(=O)[nH]c(SCc2cccc3cccnc23)n1	-1%	4%	9%	-7	0%	13%	-23%	-15	-0.1
C[C@@H]1CN([C@H](C)CO)C(=O)c2cc(-c3ccc(C#N)cc3)cnc2O[C@H]1CN(C)C(=O)c1ccccc1	-2%	.	1%	-1	?	-1%	.	.	.
COc1ccc(C)cc1NC(=O)c1cn(C)c(=O)c2cc(OC)c(OC)cc12	-2%	2%	-2%	-3	-6%	0%	-2%	.	-0.6
CCc1ccc(NC(=O)Cn2c(=O)n(-c3cc(C)cc(C)c3)c(=O)c3oc4ccccc4c32)cc1	4%	-10%	-2%	-2	?	-1%	19%	.	1.3
Cn1cc(CCC(=O)N2CCCC(C(=O)c3ccc(C(C)(C)C)cc3)C2)cn1 (stereo not drawn)	0%	-1%	1%	-2	-4%	-4%	-27%	-2	-0.3
Cc1ccc(C(=O)N/N=C(/CC(=O)c2cccs2)C(F)(F)F)cc1	-9%	8%	-3%	-3	-22%	-5%	-41%	2	0.0
N#CC1=C(Nc2ccccc2Cl)SC(c2ccncc2)NC1=O (stereo not drawn)	-1%	.	-2%	-1	?	.	.	.	.
CC(C)C1Oc2ccccc2N(CC(=O)N(Cc2ccncc2)Cc2ccco2)C1=O (stereo not drawn)	0%	-8%	-6%	-10	0%	8%	21%	24	1.4
CCCN(C)C[C@H]1Oc2ncc(Br)cc2C(=O)N([C@@H](C)CO)C[C@@H]1C	-1%	.	-5%	0	15%	-4%	.	.	.
Cc1ccccc1OCC(=O)NNC(=O)CCc1ccccc1	-1%	-11%	-1%	-7	2%	-3%	23%	7	-1.1
C=CCSc1nnc(N2C(=O)C(O)=C(C(=O)c3ccco3)C2c2ccccc2F)s1 (stereo not drawn)	-19%	8%	6%	1	0.63µM*	?	2%	-4	0.4
O=C(/C=C/NNC(=O)c1ccccc1)c1ccc(Br)cc1	-6%	4%	-4%	-3	i	-3%	-23%	10	0.9
O=C(NCc1ccco1)c1cc2ccccc2c(=O)o1	-6%	2%	3%	1	i	1%	-12%	-28	-0.8
CCOc1ccccc1Nc1nc(N)nc(CSc2nccc(C)n2)n1	-1%	-2%	-2%	1	0%	8%	-38%	-3	1.0
S=c1[nH]nc(-c2ccc(Cl)cc2Cl)n1-c1ccccc1	-1%	-5%	1%	-8	?	0%	-9%	-8	1.5
COC(=O)Nc1ccc(SCC(=O)c2ccccc2)cc1	-7%	-3%	5%	-8	6%	-13%	-15%	6	-1.2
O=c1c(-c2ccccc2)[n+]([O-])c2ccccc2n1O	0%	-4%	-3%	3	-5%	5%	-1%	-5	-0.8
CC1(C)Cc2c(cnn2-c2ccccc2)C(=O)/C1=N\NC(=O)c1ccccc1	0%	.	1%	-1	26%	0%	-7%	12	-1.0
Cc1occc1-c1nnc(SCC(=O)c2c(N)n(C3CC3)c(=O)[nH]c2=O)n1C	7%	-1%	-3%	1	58%[activator]	-8%	-18%	2	0.0
COc1ccc(-c2ccc(F)cc2)cc1[C@H]1[C@H]2C=CC[C@@H](C)[C@@H]2C(=O)N1Cc1ccccc1	-6%	-10%	-4%	0	-9%	-3%	-13%	-13	-0.5
COc1ccc(C2C(C(C)=O)=C(O)C(=O)N2c2ccc(O)cc2)cc1 (stereo not drawn)	-2%	0%	-5%	-1	?	6%	2%	-11	0.0
O=C(Nc1ccc(-c2ccc(N3CCCCC3)nn2)cc1)c1ccco1	-12%	55%[activator]	8%	0	5%	-5%	-49%	7	-0.2
O=Cc1cccc(OCc2cccc3ccccc23)c1	0%	-6%	-1%	-5	5%	-14%	-9%	20	-1.7
CCN1CCN(Cc2ccc(NC(=O)c3ccc(C)c(NC(=O)c4cncc(-c5cccs5)c4)c3)cc2C(F)(F)F)CC1	-14%	16%	-10%	-3	.	-9%	-16%	.	.
CC(=O)c1c(C)oc2c(Br)cc(NS(=O)(=O)c3ccc(Br)cc3)cc12	0%	3%	-4%	7	45µM*	-4%	-12%	.	1.5
c1ccc(CN2CC[C@@H](Nc3nccn4ccnc34)C2)cc1	2%	.	-4%	-8	-13%	.	.	.	.

The list is partial, so the mix of outcomes need not match the whole.
